MRP reversal: reversal of MRP1-mediated doxorubicin resistance, primary screen, H69AR cells, doxorubicin co-treatment. differential viability (reversal), % at 10 µM. H69AR cells + 2 uM doxorubicin, CellTiter-Glo, 72 h. 85,000 compounds, 0.04% hits. AID 602, 2007;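 active = viability drop by adding the cancer drug above about 55%, with treated viability meeting a 40% cutoff, limit read from the data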;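 note: viability without doxorubicin minus viability with 2 µM doxorubicin for each compound; larger differential means the compound sensitizes cells more to doxorubicin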
Bcl-B displacement: displacers of TR3 peptide from Bcl-B, primary screen, selectivity assay for Bfl-1 inhibitor project, biochemical, fluorescence polarization | AID 748, 2007 | FP displacement of FITC-TR3 peptide from Bcl-B; higher % means a stronger effect | displacement, % at 20 µM, or IC50 in µM where a hit was titrated | Bcl-2-like protein 10 (Homo sapiens) | 96,000 compounds, 0.11% hits;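 active = displacement above 50% at 20 µM plus a fluorescence interference ratio under 1.5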;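 note: plate controls were wells without compound for no effect and wells lacking Bcl-B protein for full effect; a part of the inactive calls stands beside numbers as strong as those of hits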
IL1B NFkB inh: inhibitors of IL-1B driven NFkB p65 nuclear import, primary screen, imaging, HUVEC, IL-1B stimulus, high-content imaging. HUVEC IL-1B NFkB p65 nuclear translocation imaging. inhibition, % at 2 µM. 94,000 compounds, 0.43% hits;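 active = inhibition above about 30% together with a positive call from visual inspection of the well image, limit read from the data; inconclusive = inhibition above a set limit but visual check negative; inactive = inhibition not above a set limit, visual check negative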;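 note: nuclear over cytoplasmic p65 intensity ratio measured by imaging; 0% = IL-1B stimulated DMSO wells and 100% = unstimulated DMSO wells; values of inactives mirror those of a sister screen read the other way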
PLAP inhibition: PLAP enzyme inhibitors, biochemical, luminescence, HTS (AID 690) | Alkaline phosphatase, placental type (Homo sapiens) | 96,000 compounds, 0.08% hits | purified PLAP, luminescent substrate; higher % means a stronger effect | one-dose inhibition, % at 20 µM; IC50 in µM for titrated hits; in the data active = a potency from the dose series; inactive = the rest, 99 in 100 with inhibition below about 30%; note: strong numbers were not always called active
IL1B NFkB pot: enhancers of NFkB p65 translocation in HUVEC – imaging, IL-1B stimulus, high-content imaging, primary screen. HUVEC IL-1B NFkB p65 nuclear translocation imaging. activation, % at 2 µM. 94,000 compounds, 0.3% hits. AID 819, 2007;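 active = activation above 40%, about the mean plus 3 SD, also judged a hit on visual image review; inconclusive = activation above 40% but not a hit on visual review; inactive = activation not above 40% and no visual hit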;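 note: percent activation is computed from the nuclear over cytoplasmic p65 intensity ratio; values of inactives mirror those of a sister screen read the other way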
MRP reversal cytotoxicity: second read-out of MRP reversal, no call of its own (marks repeat the call); viability, %; H69AR cells, CellTiter-Glo, 72 h; measured here: cytotoxicity without doxorubicin
MRP reversal with doxorubicin: second read-out of MRP reversal, no call of its own (marks repeat the call); viability, %; measured here: viability with 2 uM doxorubicin; stronger effect = lower value
IL1B NFkB inh cell count 2 µM: also measured in IL1B NFkB inh; calls as there; cell count; measured here: cells passing quality filter;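 raw number of nuclei counted in each imaged well without normalization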
IL1B NFkB pot cell count 2 µM: recorded beside IL1B NFkB pot, whose call it bears; cell count; measured here: cells passing quality filter
Numbers without * were called inactive; ? = inconclusive; / = not tested or not shown. These rows are one share of the data; count on the stated rates, not on these rows.

The opening five entries as a preview:
SMILES	MRP reversal	MRP reversal cytotoxicity	MRP reversal with doxorubicin	Bcl-B displacement	IL1B NFkB inh	IL1B NFkB inh cell count 2 µM	PLAP inhibition	IL1B NFkB pot	IL1B NFkB pot cell count 2 µM
CC(C)CCNC(=O)C1C2C=CC3(CN(Cc4ccccc4Cl)C(=O)C13)O2 (configuration not stated)	/	/	/	-1%	-42	46	-42%	?	/
COC(=O)C1=C(Nc2ccc(C)cc2)C=C(C)C(C(=O)OC)C1c1ccc(OC)cc1 (configuration not stated)	-28	24	52	/	-3	119	/	3	119
CCOc1ccc2nc(NC3=NCN(Cc4ccco4)CN3)nc(C)c2c1	-6	51	58	3%	/	/	6%	/	/
O=C(CSc1ccc2nnc(-c3ccccc3)n2n1)N1CCN(c2ccccc2)CC1	-2	74	76	/	-18	89	/	18	89
COc1cccc(N=Nc2c(=O)[nH]n3c(=O)cc(C)[nH]c23)c1	/	/	/	10%	-15	151	-98%	15	151

The listing, from the start:
SMILES	MRP reversal	MRP reversal cytotoxicity	MRP reversal with doxorubicin	Bcl-B displacement	IL1B NFkB inh	IL1B NFkB inh cell count 2 µM	PLAP inhibition	IL1B NFkB pot	IL1B NFkB pot cell count 2 µM
CC(C)CCNC(=O)C1C2C=CC3(CN(Cc4ccccc4Cl)C(=O)C13)O2 (configuration not stated)	/	/	/	-1%	-42	46	-42%	?	/
COC(=O)C1=C(Nc2ccc(C)cc2)C=C(C)C(C(=O)OC)C1c1ccc(OC)cc1 (configuration not stated)	-28	24	52	/	-3	119	/	3	119
CCOc1ccc2nc(NC3=NCN(Cc4ccco4)CN3)nc(C)c2c1	-6	51	58	3%	/	/	6%	/	/
O=C(CSc1ccc2nnc(-c3ccccc3)n2n1)N1CCN(c2ccccc2)CC1	-2	74	76	/	-18	89	/	18	89
COc1cccc(N=Nc2c(=O)[nH]n3c(=O)cc(C)[nH]c23)c1	/	/	/	10%	-15	151	-98%	15	151
Cn1c(-c2ccc(Br)o2)nc2cc(Br)ccc21	7	74	68	5%	-6	153	1%	6	153
CC(=O)c1ccc(S(=O)(=O)N2CCCC2)cc1	4	109	104	6%	-8	138	-4%	8	138
CCC(C)Cn1c(C(C)O)nc2ccccc21 (configuration not stated)	-9	97	107	4%	-14	168	4%	14	168
Cc1ccc(-c2nn3c(-c4ccco4)nnc3c3ccccc23)cc1S(=O)(=O)NCC1CCCO1 (configuration not stated)	8	16	7	6%	-4	196	6%	4	196
O=C(Nc1c2c(nn1-c1ccc(F)cc1)CS(=O)(=O)C2)C12CC3CC(CC(C3)C1)C2	11	96	85	-12%	-14	63	-18%	14	63
COc1cc(OC)cc(C(=O)Nc2cc(NC(=O)c3ccco3)ccc2OC)c1	-23	37	60	17%	-10	135	-1%	10	135
O=C(c1ccccc1)N1CCN(C2CCCCCC2)CC1	1	88	86	-3%	-14	104	-43%	14	104
CCCCC(=O)Nc1cc(NC(=O)CCCC)cc(C(=O)O)c1	33	92	58	-1%	10	104	-13%	-10	104
CCn1c(SCC(=O)N2CCC(C(N)=O)(N3CCCCC3)CC2)nc2ccccc2c1=O	-24	9	33	/	-12	47	/	12	47
CCOC(=O)Cc1cc(=O)n2[nH]c(C)c(C#N)c2n1	4	106	102	-7%	3	163	8%	-3	163
CCc1nnc(NC(=O)CSc2nnc3scc(-c4ccc(C)cc4)n23)s1	7	82	74	/	-4	106	/	4	106
CCOC(=O)c1ccc(N2C(=O)CC(N3CCC(O)(c4ccc(Cl)cc4)CC3)C2=O)cc1 (configuration not stated)	18	101	83	-6%	-17	148	-15%	17	148
COc1ccc(CNC(=O)c2csnn2)cc1	-3	94	97	-6%	-20	98	8%	20	98
N#Cc1c(-c2ccc(F)cc2)noc1N	3	87	85	7%	1	171	14%	-1	171
CC(OC(=O)C1=Cc2ccccc2OC1)C(=O)NC1CCCC1 (configuration not stated)	/	/	/	-2%	1	140	13%	-1	140
COC(=O)CCC(=O)Nc1cccc2ccccc12	-2	83	85	-6%	-8	144	5%	8	144
CCOc1ccc2nc3ccc4[nH]onc4c3c2c1	0	96	96	/	14	118	/	-14	118
CC1=C(C(=O)OC(C)C)C(c2ccncc2)n2ncnc2N1 (configuration not stated)	5	89	84	-9%	-36	115	-31%	36	115
Cc1nc(CSc2ccc(Cl)cc2)cc(NCc2ccccc2)n1	-3	75	78	-47%	1	188	-76%	-1	188
COCc1nnc(NS(=O)(=O)c2ccc(C)cc2)s1	5	97	92	-10%	-10	132	-7%	10	132
SMILES	MRP reversal	MRP reversal cytotoxicity	MRP reversal with doxorubicin	Bcl-B displacement	IL1B NFkB inh	IL1B NFkB inh cell count 2 µM	PLAP inhibition	IL1B NFkB pot	IL1B NFkB pot cell count 2 µM
CN(C)c1ccc(CN(C)C2CCCCC2)cc1	-21	77	98	-77%	-3	158	-15%	3	158
COC(=O)Cc1[nH]nc2c1C1(C(=O)N(Cc3ccccc3)c3ccccc31)C(C#N)=C(N)O2 (configuration not stated)	-4	74	79	-4%	-6	117	-82%	6	117
CC1CCCCN1C(=O)CSc1nnc(CSc2ncccn2)n1C (configuration not stated)	-5	97	102	6%	-9	174	13%	9	174
Cc1cc2nc(NC3=NCN(CCN4CCOCC4)CN3)nc(C)c2cc1C	2	108	106	-8%	/	/	-26%	/	/
O=C(c1ccccc1)c1ccc(OCC(O)CN2CCN(S(=O)(=O)N3CCCCC3)CC2)cc1 (configuration not stated)	-17	74	91	-23%	-1	149	-69%	1	149
COc1ccc(C(=O)N/N=C/c2cc3ccccc3[nH]c2=S)cc1	/	/	/	-6%	-6	188	-8%	6	188
O=c1ccn(-c2cccc(C(F)(F)F)c2)nc1-c1ccn(-c2ccccc2F)n1	/	/	/	4%	-2	102	-32%	2	102
CCN(CC)c1nc(C#N)cc(-c2ccc(OC)cc2)n1	-34	32	65	-4%	-1	162	27%	1	162
Cc1ccn2c(NC3CCCCC3)c(C)nc2c1	3	103	100	12%	5	163	-7%	-5	163
CCCn1c(C)cc(=O)c2cc(NC(=O)c3ccccn3)ccc21	-9	65	73	-3%	12	140	0%	-12	140
C=CCn1c(SCC(=O)Nc2sccc2C#N)nc2sc(C)c(C)c2c1=O	2	90	88	-10%	-19	119	5%	19	119
COc1ccc(-c2c(C#N)c(C)nc3c2C(=O)c2ccccc2-3)cc1	3	67	64	-17%	0	154	7%	0	154
Cc1cccc(N2CCc3c2nc2ccc(Br)cc2c3N)c1	-8	22	31	/	-4	170	/	4	170
O=C(Nc1cccc2c1C(=O)NC2=O)c1ccc(S(=O)(=O)N2CCCC2)cc1	-12	78	90	25%	-8	190	3%	8	190
Cc1ccc(Cn2c(-n3nc(C)cc3C)nc3c2c(=O)[nH]c(=O)n3C)cc1	-24	64	88	1%	-6	135	-16%	6	135
CCCOc1ccc(N2C(=O)C3ON(c4ccccc4)C(CCC)C3C2=O)cc1 (configuration not stated)	16	93	77	4%	2	161	-32%	-2	161
O=C(CNC(=O)c1ccccc1)OC(C(=O)Nc1cc(C(F)(F)F)ccc1Cl)c1ccccc1 (configuration not stated)	5	95	91	-22%	-8	149	10%	8	149
CCOc1ccccc1NS(=O)(=O)N(C)C	-16	97	113	18%	-12	141	-3%	12	141
Cc1cc(N)n(-c2ncnc3scc(-c4ccc(Cl)cc4)c23)n1	-3	77	79	/	-28	113	/	28	113
Cn1c(CNc2nc3ccccc3n2CCN2CCCCC2)nc2ccccc21	-2	60	63	9%	-12	171	-78%	12	171
O=C(NCc1ccncc1)c1cnccn1	-4	99	104	-1%	-18	129	7%	18	129
CCOC(=O)C(Sc1n[nH]c(N)n1)c1ccccc1 (configuration not stated)	/	/	/	-3%	5	158	-34%	-5	158
CC(=O)NC1C(=O)Nc2c1cccc2C(F)(F)F (configuration not stated)	9	97	88	-6%	2	105	4%	-2	105
CCCn1c(N)[n+](CC(=O)c2ccco2)c2ccccc21	0	90	90	1%	0	99	-1%	0	99
Cc1c(C#N)c2ccccc2n1CC(=O)O	-5	95	100	2%	-9	95	/	/	/
SMILES	MRP reversal	MRP reversal cytotoxicity	MRP reversal with doxorubicin	Bcl-B displacement	IL1B NFkB inh	IL1B NFkB inh cell count 2 µM	PLAP inhibition	IL1B NFkB pot	IL1B NFkB pot cell count 2 µM
CCc1cc(-c2[nH]ncc2-c2ccc3c(c2)OCO3)c(O)cc1O	-31	79	110	-10%	/	/	-155%	/	/
Cn1cnnc1SCCC(=O)Nc1ccccc1	24	102	78	-3%	1	183	0%	-1	183
O=C(CSc1nnc(Cc2cccs2)n1Cc1ccco1)Nc1cc(Cl)cc(Cl)c1	3	73	70	-4%	-8	135	-2%	8	135
CCOC(=O)CCCCC(=O)c1[nH]c(=O)[nH]c1CSc1nc2ccccc2[nH]1	-6	88	94	/	-8	151	/	8	151
CCc1nc(SCc2cccnc2)[nH]c(=O)c1C	0	88	88	-1%	/	/	12%	/	/
COc1cccc(C(=O)Nc2ccc3c(c2)C(=O)N(CCC(=O)O)C3=O)c1	-3	89	91	8%	-15	141	-10%	15	141
CCCCCC(=O)NC(=S)Nc1ccccc1C(=O)OC	/	/	/	-8%	-35	164	10%	35	164
Cc1cc(=O)n2nc(N3CCCC(C(=O)N4CCN(c5ccccc5)CC4)C3)sc2n1 (configuration not stated)	10	83	73	-8%	/	/	-58%	/	/
CC(=O)NC(CCS(C)(=O)=O)C(=O)Nc1cc(Cl)ccc1Cl (configuration not stated)	0	95	95	-3%	/	/	-11%	/	/
O=C(NCc1ccco1)C(c1ccccc1)N(Cc1ccccc1)C(=O)Cn1nnc2ccccc21 (configuration not stated)	-24	68	92	/	4	128	/	-4	128
CCOc1ccc(C2C(C#N)=C(N)Oc3cc(C)n(CCN4CCOCC4)c(=O)c32)cc1OCC (configuration not stated)	-4	76	80	-11%	/	/	9%	/	/
CC12CCC(c3c(CO)nn(-c4ccccc4)c31)C2(C)C (configuration not stated)	-13	96	109	-11%	6	130	0%	-6	130
CCOc1cc(C2NC(=O)NC(C)=C2C(C)=O)cc(Cl)c1OCC(=O)O (configuration not stated)	0	102	102	11%	-8	144	-21%	8	144
CCOC(=O)c1ccc(NC(=O)CSc2nnc(Cn3c(=O)sc4ccccc43)n2C)cc1	-19	16	34	-2%	/	/	12%	/	/
COc1ccccc1-c1c(C)nn2c(N3CCN(Cc4ccccc4)CC3)cc(C)nc12	5	55	50	-16%	12	133	-59%	-12	133
O=C(CSc1nnc(-c2ccc(F)cc2)o1)c1ccc2c(c1)OCCO2	5	92	87	-5%	-6	174	-7%	6	174
N#Cc1nc(Cc2ccccc2)oc1NCCN1CCOCC1	-6	88	94	-4%	/	/	18%	/	/
CC1CC(C)CN(c2nc3c(c(=O)n(C)c(=O)n3C)n2CCSc2ncccn2)C1 (configuration not stated)	-16	74	89	-9%	-20	191	-58%	20	191
Cc1ccc(N2C(=O)c3ccccc3C2Nc2ccccc2)nc1 (configuration not stated)	3	81	77	14%	8	188	18%	-8	188
COCCN1CN=C(Nc2nc(C)c3ccc(C)cc3n2)NC1	-11	85	96	-4%	/	/	-12%	/	/
COCC(=O)N(C)C1(c2nnnn2CCOC(=O)Nc2ccc(Cl)cc2)CCCC1	/	/	/	-10%	-7	98	15%	7	98
CC12CCC(C(=O)N(Cc3ccccc3)Cc3ccccc3)(OC1=O)C2(C)C (configuration not stated)	5	75	70	16%	-2	122	-51%	2	122
COc1ccccc1C(=O)NC(C)C(c1cccs1)N1CCOCC1 (configuration not stated)	-1	92	93	-1%	2	111	19%	-2	111
O=C(COc1ccccc1Br)c1ccc(O)cc1O	8	98	90	-14%	22	97	5%	-22	97
Cc1ccc(-n2ncc(C#N)c2/N=C/N2CCOCC2)cc1	-5	86	90	-6%	-9	176	24%	9	176
